From PubChem BioAssay
SENP6 block – SENP6 protease inhibition. Q9GZR1. AID 2599. Recombinant SENP6 catalytic domain, aminoluciferin luminescence. inhibition, % at 10 µM. 330,000 compounds, 1.8% hits;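 active means inhibition above about 50% at the single tested dose, limit read from the data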;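 further: plate controls were DMSO wells with enzyme for no effect and DMSO wells lacking enzyme for full effect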
NALP3 yeast inh – blocks the NALP3 inflammasome reconstituted in yeast; Yeast reconstituted NLRP3/ASC/caspase-1, beta-gal luminescence, 24 h; inhibition, % at 10 µM; 330,000 compounds, 0.39% hits;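 active means inhibition of 50% or more; inactive means inhibition below 50%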;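 further: plate controls were induced DMSO wells for no effect and uninduced yeast grown without galactose for full effect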
PfGluPho inh – PfG6PD (Plasmodium falciparum) enzyme inhibition; PfGluPho enzyme, NADPH resazurin-diaphorase fluorescence; inhibition, % at 20 µM; 350,000 compounds, 0.78% hits;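 active means inhibition reaching at least a set limit at 20 µM in the primary screen, cut at about 59% in these data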;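 further: 0% = DMSO wells with substrate and 100% = DMSO wells lacking glucose-6-phosphate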
SENP8 block-1 – blocks the human protease SENP8. Q96LD8. purified SENP8, Z-RLRGG-aminoluciferin cleavage, luminescence. inhibition, % at 10 µM. 330,000 compounds, 1.2% hits. AID 2540; in the data active means inhibition above about 50%
Target sequence (Q96LD8 whole entry, looked up): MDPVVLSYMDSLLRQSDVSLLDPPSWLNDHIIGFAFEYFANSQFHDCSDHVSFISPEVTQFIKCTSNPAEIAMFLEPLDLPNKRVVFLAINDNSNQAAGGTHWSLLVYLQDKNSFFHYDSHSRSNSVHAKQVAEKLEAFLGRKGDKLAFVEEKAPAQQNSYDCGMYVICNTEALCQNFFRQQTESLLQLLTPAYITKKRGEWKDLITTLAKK
SENP1 FRET inh – blocks the human SENP1 SUMO protease catalytic domain; Q9P0U3; recombinant SENP1 catalytic domain, CyPet-SUMO1-YPet FRET cleavage; inhibition, % at 10 µM; 360,000 compounds, 0.21% hits; AID 624204;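 active means inhibition at least 30% at 10 µM, raw YFP signal under a set limit, fluorescence ratio 0.5 to 1.5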;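 further: 0% = enzyme with DMSO and 100% = no enzyme wells; some results filed as inactive read as strong as hits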
Target sequence (Q9P0U3 419-644 limits assumed): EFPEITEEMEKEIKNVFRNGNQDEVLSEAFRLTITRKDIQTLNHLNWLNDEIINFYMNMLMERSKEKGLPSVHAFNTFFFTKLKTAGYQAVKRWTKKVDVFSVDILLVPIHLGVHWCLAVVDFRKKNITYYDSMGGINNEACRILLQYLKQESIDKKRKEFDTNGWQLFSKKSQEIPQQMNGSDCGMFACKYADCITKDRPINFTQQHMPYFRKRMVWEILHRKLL
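Test system: hSENP1 catalytic domain, recombinant; Amount: 20 pM final SENP1 enzyme; Medium: Tris pH 8 buffer plus EDTA, NaCl, BME, BSA, NP40, catalase; Schedule: 50 min enzyme reaction, room temperature, light-protected; Technique: FRET fluorescence in CFP and YFP emission channels; Controls: no-enzyme wells low, DMSO-plus-enzyme wells high control.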
SENP8 block-2 – inhibitors of human SENP8 protease | Q96LD8 | recombinant SENP8, Nedd8 substrate fluorescence | inhibition, % at 20 µM | 360,000 compounds, 0.64% hits | AID 602440; in the data active means inhibition mostly above about 40%, no sharp cut-off; inactive means mostly below about 27%
SENP7 inh – blocks the human protease SENP7. recombinant SENP7, Z-RLRGG-aminoluciferin luminescence, 40 min. AID 434973. inhibition, % at 5 µM. 330,000 compounds, 1.5% hits. Q9BQF6;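 active means inhibition above about 50% at the single test dose, limit read from the data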;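 further: plate controls were DMSO with enzyme for no effect and no enzyme buffer wells for full effect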
Target sequence (Q9BQF6 706-1050 limits assumed): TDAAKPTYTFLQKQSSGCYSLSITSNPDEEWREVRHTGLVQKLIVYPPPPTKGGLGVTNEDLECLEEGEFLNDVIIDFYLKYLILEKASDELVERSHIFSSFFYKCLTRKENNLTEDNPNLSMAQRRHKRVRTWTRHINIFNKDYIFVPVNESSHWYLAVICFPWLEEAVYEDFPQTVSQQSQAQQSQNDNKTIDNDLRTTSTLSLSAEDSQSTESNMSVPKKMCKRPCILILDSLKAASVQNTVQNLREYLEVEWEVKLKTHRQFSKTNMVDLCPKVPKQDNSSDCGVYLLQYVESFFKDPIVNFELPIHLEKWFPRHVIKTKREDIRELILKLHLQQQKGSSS
Apaf1 inhib – blocks human Apaf-1 apoptosome activity; reconstituted apoptosome caspase-3 activity, DEVD-Rh110 fluorescence; AID 489030; 330,000 compounds, 0.71% hits; inhibition, % at 20 µM; O14727; active means inhibition of at least 40% at 20 µM;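 further: plate controls were DMSO wells for no effect and DEVD-CHO caspase inhibitor wells for full effect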
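Assay system – apoptosome proteins · Medium – Hepes buffer, pH 7.5 · Also added – cytochrome c with DEVD-Rh110 · Timing – 30 min compound preincubation, 50 min activation, room temperature · Detection – Rh110 fluorescence, excitation 480 nm, emission 540 nm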
HKDC1 inh – HKDC1 (human) hexokinase inhibition. Q2TB90. recombinant HKDC1, G6PDH/diaphorase resazurin coupled fluorescence. inhibition, % at 20 µM. 340,000 compounds, 0.16% hits. AID 493160;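 active means inhibition above about 35% when tested at 20 µM, limit read from the data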;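 further: plate controls were DMSO wells with enzyme for no effect and DMSO wells lacking enzyme for full effect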
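Assay system – recombinant HKDC1 (HK5) hexokinase enzyme, produced in-house · Input – HKDC1 at 5 µg/mL · Reagent – glucose plus 1 mM ATP as hexokinase substrates · Timing – 90 min reaction incubation at room temperature, dark · Measured by – G6PDH/diaphorase-coupled fluorescence, 1 mM NADP, 100 µM resazurin, 525/613 nm · Benchmarks – DMSO-enzyme wells negative, buffer-substituted wells positive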
Numbers without * were called inactive; · = no result given.

SMILES	SENP6 block	NALP3 yeast inh	PfGluPho inh	SENP8 block-1	SENP1 FRET inh	SENP8 block-2	SENP7 inh	Apaf1 inhib	HKDC1 inh
CCOC(=O)c1cnc2c(C)cccc2c1NCCc1ccc(OC)c(OC)c1	0	13	14	-10	-2	-466	-1	19	0
O=C(CCc1ccc(S(=O)(=O)NC2CCCCC2)cc1)N(Cc1ccccc1)Cc1ccccc1	-12	4	7	-1	-1	23	-1	31	-2
Cc1cc(N(C)C)c(C#N)c(=O)[nH]1	-3	-1	9	9	0	14	3	7	6
CCCCN1C(=S)SC(C)(C)C1/[N+]([O-])=C/c1cccnc1 (stereo not drawn)	8	7	15	-2	2	14	1	-11	2
COc1ccc(C(=O)Nc2ccnn2C2CCN(C(=O)CCC(F)(F)F)CC2)cc1	-11	4	-8	-6	2	10	21	-4	-3
CCOc1cc(NC(=S)N2CCC(C(N)=O)CC2)c(C(=O)OC)cc1OCC	6	-5	-14	-2	2	-37	2	-7	-4
COc1ccccc1N(C(=O)CN1C(=O)c2ccccc2S1(=O)=O)C(C(=O)NCC1CCCO1)c1ccc(F)cc1 (stereo not drawn)	8	2	11	-3	0	9	4	5	-12
COc1ccc(C)cc1N(C(=O)c1ccc(F)cc1)c1nc2ccccc2s1	3	10	9	-2	0	24	4	1	2
Nc1ccc2cc3[nH]c4cc(N)ccc4c3nc2c1	·	·	45	·	-26	-484	·	·	27
COc1cc(-c2ccc3c(=O)c4ccccc4sc3c2)cc(OC)c1OC	-23	9	-5	-12	1	-221	-10	20	-2
COc1cccc(OC)c1C(=O)Nc1ccc(N2CCCC2)cc1	5	12	7	1	-3	20	0	9	-4
C#CCOCCOCCOCCNc1nc(N2CCN(C(=O)[C@H](Cc3ccc(O)cc3)n3cc([C@@H](N)C(C)CC)nn3)CC2)nc(N2CCN(C(=O)[C@H](CCCCN)n3cc([C@@H](N)CC(C)C)nn3)CC2)n1 (stereo partly drawn)	8	21	·	-10	·	·	5	20	·
Cc1cccc(NC(=O)CC(C)S(=O)(=O)c2ccc3c(c2)NC(=O)CO3)c1C (stereo not drawn)	-1	12	1	-7	0	0	-6	-2	-4
Cc1nn(CC(=O)O)c2ccccc12	-4	-13	-10	-7	-1	9	-15	-22	-6
CC(Oc1ccccc1)C(=O)N=C1SC2CS(=O)(=O)CC2N1Cc1ccc(F)cc1 (stereo not drawn)	0	5	19	0	1	7	0	11	-6

Record cards (already shown):
`COc1ccccc1N(C(=O)CN1C(=O)c2ccccc2S1(=O)=O)C(C(=O)NCC1CCCO1)c1ccc(F)cc1` (stereo not drawn) reads SENP6 block: 8; NALP3 yeast inh: 2; PfGluPho inh: 11; SENP8 block-1: -3; SENP1 FRET inh: 0; SENP8 block-2: 9; SENP7 inh: 4; Apaf1 inhib: 5; HKDC1 inh: -12
`CC(Oc1ccccc1)C(=O)N=C1SC2CS(=O)(=O)CC2N1Cc1ccc(F)cc1` (stereo not drawn) reads SENP6 block: 0; NALP3 yeast inh: 5; PfGluPho inh: 19; SENP8 block-1: 0; SENP1 FRET inh: 1; SENP8 block-2: 7; SENP7 inh: 0; Apaf1 inhib: 11; HKDC1 inh: -6
`C#CCOCCOCCOCCNc1nc(N2CCN(C(=O)[C@H](Cc3ccc(O)cc3)n3cc([C@@H](N)C(C)CC)nn3)CC2)nc(N2CCN(C(=O)[C@H](CCCCN)n3cc([C@@H](N)CC(C)C)nn3)CC2)n1` (stereo partly drawn) reads SENP6 block: 8; NALP3 yeast inh: 21; PfGluPho inh: ·; SENP8 block-1: -10; SENP1 FRET inh: ·; SENP8 block-2: ·; SENP7 inh: 5; Apaf1 inhib: 20; HKDC1 inh: ·

(listing goes on)
SMILES	SENP6 block	NALP3 yeast inh	PfGluPho inh	SENP8 block-1	SENP1 FRET inh	SENP8 block-2	SENP7 inh	Apaf1 inhib	HKDC1 inh
C=C(C)n1c(=O)n(Cc2ccccc2C)c2ccccc21	3	-13	-10	0	-2	7	-7	8	-4
O=C(COC(=O)c1ccc(S(=O)(=O)NCc2ccco2)cc1)Nc1ccc(Cl)cn1	-3	-8	3	-8	-14	7	3	-5	-5
COc1ccc(C(=O)N/C(=C\c2cn(C)c3ccccc23)C(=O)OCC(C)C)cc1	-3	-14	3	0	2	-25	2	-5	-3
COCCNc1nc(-c2cc(-c3ccccc3)on2)cc(C(C)C)n1	4	18	25	1	2	-470	6	15	31
Cc1cc(C)nc(NS(=O)(=O)c2ccc(NC(=O)c3ccc(S(=O)(=O)N(C)C)cc3)cc2)n1	-20	19	-3	-3	3	10	6	3	-3
C=C1C(=O)O[C@H]2C[C@H]1[C@@H](OC(C)=O)C/C(C)=C/CC/C(C)=C\CC[C@]2(C)O	·	·	20	·	-1	6	·	·	-5
Cc1nn(CC(=O)NCCc2ccccc2)c(=O)c2ccccc12	-7	-7	5	-7	0	15	-6	5	-4
Cn1c(N)c(C(=O)COC(=O)C2=COCCO2)c(=O)n(C)c1=O	-9	-7	-12	0	-2	25	10	-5	-5
CN1C(=O)CC(C(=O)Nc2ccccc2F)SC1=Nc1ccc2c(c1)OCO2 (stereo not drawn)	5	14	-13	3	2	23	9	20	3
CC(=O)Nc1sc(C)c(C)c1C(=O)OC1CCOC1=O (stereo not drawn)	-9	15	7	-2	3	-87	0	-3	-9
CN(CCOc1ccc(F)cc1)Cc1ccccc1	-2	17	9	-5	0	15	-11	-1	-2
Cc1snc(S(=O)(=O)/C(C#N)=N/Nc2ccc(C(F)(F)F)cc2)c1C#N	0	16	-28	-1	1	22	1	16	-1
Cc1nc2sc3c(c2c2nnc(SCC(=O)NCc4ccco4)n12)CCCC3	-20	28	2	5	1	1	8	9	-2
c1nc(N2CCN(Cc3ccc4c(c3)OCO4)CC2)c2[nH]cnc2n1	-14	22	-21	3	1	17	4	0	2
COC(=O)CC(C(=O)Nc1cc(C(=O)OC)cc(C(=O)OC)c1)N1CCN(C)CC1 (stereo not drawn)	-5	-11	-5	-7	3	5	-6	-14	-3
S=C(NCC1CCCO1)NC1CCCC1 (stereo not drawn)	-11	12	-11	4	1	-2	-4	-18	-5
COC(=O)NCC(c1cccnc1)N1CCOCC1 (stereo not drawn)	-31	12	-7	-2	0	2	-7	-4	-5
O=C(CCn1ccc2ccccc21)NC1CCCc2ccccc21 (stereo not drawn)	-3	17	1	-12	-14	9	-3	27	1
Cc1cc(C)n2nc(SCC(=O)N3CCCC3)nc2n1	7	19	-15	-2	0	16	9	1	8
O=C(Cn1cnnn1)NCCc1ccc(Cl)cc1Cl	-11	13	4	-2	0	-4	-9	8	-2
c1ccc(-c2ccc3c(c2)NCCN3)cc1	4	28	22	-2	0	-283	5	4	12
COc1ccccc1N(CC(=O)NCCSc1ccccc1)S(C)(=O)=O	-18	4	-12	-10	1	11	0	-11	-5
Cc1ccc(N=Nc2[nH]c3ccccc3c2O)cc1	43	20	11	14	-4	8	15	1	-9
Cc1ccc(C(=O)OCC(=O)Nc2ccccc2C(F)(F)F)cc1S(=O)(=O)N1CCOCC1	-8	7	5	-4	2	7	-2	-3	-7
COc1ccc(C(=O)CSc2nnc3ccc(-c4ccccn4)nn23)cc1	-11	4	-11	-8	-13	-360	-3	-13	-2
C=CCOC(=O)C1=C[C@@H](c2coc3ccccc3c2=O)C[C@@H](OCc2ccc(CO)cc2)O1	4	7	-1	2	1	-8	0	16	8
CCOC(=O)C1CCN(C(=O)CN2C(=O)C(C(C)C)Oc3ccccc32)CC1 (stereo not drawn)	-8	20	-5	-7	0	2	-7	-2	0
COc1ccccc1CNC(=O)N1CCN(c2ccccc2)CC1	9	14	1	-4	2	1	13	5	-6
COc1cccc2cc(C(=O)c3ccc([N+](=O)[O-])cc3)oc12	5	22	-19	9	2	15	38	-1	4
Cc1cc(S(=O)(=O)NCCCN2CCOCC2)ccc1Br	-7	25	-8	-1	2	5	-6	-17	-2

3 entries already listed, arranged by the number in PfGluPho inh, descending.
molecule,PfGluPho inh
COc1ccccc1N(C(=O)CN1C(=O)c2ccccc2S1(=O)=O)C(C(=O)NCC1CCCO1)c1ccc(F)cc1 (stereo not drawn),11
C=CCOC(=O)C1=C[C@@H](c2coc3ccccc3c2=O)C[C@@H](OCc2ccc(CO)cc2)O1,-1
S=C(NCC1CCCO1)NC1CCCC1 (stereo not drawn),-11

Later entries:
SMILES	SENP6 block	NALP3 yeast inh	PfGluPho inh	SENP8 block-1	SENP1 FRET inh	SENP8 block-2	SENP7 inh	Apaf1 inhib	HKDC1 inh
COc1ccc(S(=O)(=O)N2CCN(C(=O)c3cnc(C)cn3)CC2)cc1	5	7	-12	0	-3	29	-3	-4	-8
COc1cc2c(-c3ccc4c(c3)OCO4)c(-c3ccsc3)oc(=O)c2cc1OC	23	25	-4	17	0	-227	12	14	3
CN(CC(=O)NCC1CCCCC1)CC(=O)Nc1ccccc1Br	-6	5	14	-11	3	13	-4	19	-4
Cc1cc(NC(=O)COC(=O)C2CC(=O)N(c3cccc(C)c3C)C2)no1 (stereo not drawn)	-22	22	-3	0	2	0	-1	3	-1
O=C(OCc1ccccc1F)c1ccc2c(c1)-c1ccccc1C2=O	-22	13	15	-3	3	23	29	-5	0
COc1ccc(NC(=O)/C=C/c2ccc(Br)o2)cn1	12	11	24	8	-12	1	-4	18	6
COC(=O)Cc1cnc(NC(=O)CSc2nc(C(C)C)cc(=O)[nH]2)s1	18	19	-4	1	0	-1	3	-7	-6
COc1ccc(S(=O)(=O)N2CCC(NC(=O)c3ccccc3)CC2)cc1	-13	2	5	3	1	20	3	-1	-1
CCc1cccc2c(=O)c(C(=O)NCCCOC)c[nH]c12	-9	8	0	9	-2	14	9	-10	-2
O=C(NC(C(=O)c1ccccc1)n1c(=O)cc[nH]c1=S)c1ccccc1 (stereo not drawn)	-38	19	5	-6	-1	7	-9	4	8
O=C(NNc1ccc(Cl)cc1)c1sccc1Cl	-27	6	23	-1	2	20	-9	9	0
CCc1cccc(C)c1NC(=S)NCc1ccc2[nH]c(C)cc2c1	-8	2	4	11	-12	-51	2	5	2
CCOC(=O)c1c(C)nsc1NC(=O)C1CCCCC1	0	16	-16	-5	-1	6	10	-2	4

Looked up by structure from the entries so far, 3 records:
SMILES	SENP6 block	NALP3 yeast inh	PfGluPho inh	SENP8 block-1	SENP1 FRET inh	SENP8 block-2	SENP7 inh	Apaf1 inhib	HKDC1 inh
COc1ccc(S(=O)(=O)N2CCC(NC(=O)c3ccccc3)CC2)cc1	-13	2	5	3	1	20	3	-1	-1
CCc1cccc2c(=O)c(C(=O)NCCCOC)c[nH]c12	-9	8	0	9	-2	14	9	-10	-2
O=C(NNc1ccc(Cl)cc1)c1sccc1Cl	-27	6	23	-1	2	20	-9	9	0
